Assay outcomes as filed in PubChem.
BioA inh – BioA (M. tuberculosis) enzyme inhibition; purified M. tuberculosis BioA enzyme, plate reader; inhibition, % at 9.99 µM; 360,000 compounds, 0.096% hits; in the data active means inhibition above about 40%; inconclusive means no clear call, values can overlap the other calls
CCHFV vOTU inh – blocks the CCHF virus ovarian tumor domain protease; CCHFV vOTU protease, Pep-AMC fluorescence; inhibition, % at 11.5 µM; 370,000 compounds, 0.55% hits; AID 651958; further: 0% = vehicle wells with enzyme and 100% = no enzyme wells
MazF activator – MazEF (E. coli) toxin RNase activation. 350,000 compounds, 0.32% hits. FAM/BHQ RNA-DNA oligo cleavage fluorescence, 5 h. activation, % at 20 µM; in the data active means activation above about 50%
FBA Mtb inh – Mtb fructose-bisphosphate aldolase inhibition | P9WQA3 | purified M. tuberculosis FBA, fluorescence read-out | inhibition, % at 1 µM | 360,000 compounds, 2.3% hits | AID 588726; in the data active means inhibition above about 27%;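 further: 0% = vehicle and 100% = reference inhibitor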
Target sequence (P9WQA3 whole entry, looked up): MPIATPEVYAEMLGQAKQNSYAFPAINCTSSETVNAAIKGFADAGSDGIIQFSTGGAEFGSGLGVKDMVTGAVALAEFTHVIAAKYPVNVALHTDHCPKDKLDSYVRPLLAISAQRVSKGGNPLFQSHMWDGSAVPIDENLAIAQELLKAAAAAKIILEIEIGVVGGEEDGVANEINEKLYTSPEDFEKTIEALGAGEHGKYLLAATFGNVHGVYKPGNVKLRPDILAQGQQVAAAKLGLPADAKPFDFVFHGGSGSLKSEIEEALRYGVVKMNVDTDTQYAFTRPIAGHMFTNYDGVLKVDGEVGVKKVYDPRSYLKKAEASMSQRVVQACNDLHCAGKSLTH
UGM FP inh – Mtb UDP-galactopyranose mutase inhibition | P9WIQ1 | purified UGM, fluorescence polarization probe displacement | inhibition, % at 10 µM | 320,000 compounds, 0.06% hits | AID 504406; in the data active means inhibition above about 10%, passing the limit was not always enough; inconclusive means no clear call, values can overlap the other calls
Target sequence (P9WIQ1 whole entry, looked up): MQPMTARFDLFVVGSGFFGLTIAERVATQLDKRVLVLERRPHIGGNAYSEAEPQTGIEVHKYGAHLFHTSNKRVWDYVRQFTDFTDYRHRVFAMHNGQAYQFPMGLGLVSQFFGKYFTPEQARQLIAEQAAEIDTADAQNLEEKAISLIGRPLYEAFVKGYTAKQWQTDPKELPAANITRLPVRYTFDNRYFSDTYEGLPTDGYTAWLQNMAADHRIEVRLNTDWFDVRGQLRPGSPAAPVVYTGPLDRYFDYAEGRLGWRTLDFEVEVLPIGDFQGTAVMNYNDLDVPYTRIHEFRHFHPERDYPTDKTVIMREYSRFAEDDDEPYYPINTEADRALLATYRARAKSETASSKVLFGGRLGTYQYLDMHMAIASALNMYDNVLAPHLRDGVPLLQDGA
VHR inh abs – blocks human VHR1 dual specificity phosphatase; P51452; recombinant VHR phosphatase, pNPP absorbance; inhibition, % at 13.3 µM; 290,000 compounds, 0.52% hits; AID 1654; in the data active means inhibition above about 50%; further: some compounds called inactive have numbers as strong as hits
Target sequence (P51452 whole entry, looked up): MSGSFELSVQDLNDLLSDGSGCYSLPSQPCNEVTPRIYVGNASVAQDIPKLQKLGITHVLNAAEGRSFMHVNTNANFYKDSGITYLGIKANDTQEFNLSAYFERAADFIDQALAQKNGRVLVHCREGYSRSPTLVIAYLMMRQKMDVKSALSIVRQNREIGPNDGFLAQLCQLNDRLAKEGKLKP
FadD28 FP inh – M. tuberculosis FadD28 bisubstrate binding inhibition. FadD28 bisubstrate probe binding, fluorescence polarization. inhibition, % at 12.5 µM. 360,000 compounds, 0.22% hits. AID 588549; in the data active means inhibition above about 8.5%, passing the limit was not always enough; inconclusive means no clear call, values can overlap the other calls
BoNT-F LC inh – blocks Botulinum neurotoxin F light chain protease. Multiplex microsphere protease cleavage assay, flow cytometry. inhibition, % at 10 µM. 360,000 compounds, 0.22% hits; in the data active means inhibition above about 35%, passing the limit was not always enough; inconclusive means no clear call, values can overlap the other calls; further: plate controls were buffer without enzyme for full effect and enzyme alone for no effect
GDH-TPI inh – inhibits GDH-TPI coupling enzymes, artifact for Mtb FBA screen. GDH-TPI coupled enzyme counterscreen, NADH absorbance. inhibition, % at 4.8 µM. 360,000 compounds, 1.2% hits. AID 588335;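 further: 0% = DMSO wells and 100% = wells lacking the enzyme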
Rv3671c inh – inhibitors of M. tuberculosis serine protease Rv3671c; P9WHR9; inhibition, % at 5.96 µM; 320,000 compounds, 0.048% hits; in the data active means inhibition above about 38%;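 further: extracellular domain of Rv3671c used as enzyme; 0% = enzyme with DMSO and 100% = no enzyme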
Active calls of the source: *; ? = inconclusive; nt = no result given. Unless noted, no stated cut-off is given here; in the data, active means inhibition above about 30%; inactive means the rest.

Sample of the layout (five entries):
mol,BioA inh,CCHFV vOTU inh,MazF activator,FBA Mtb inh,UGM FP inh,VHR inh abs,FadD28 FP inh,BoNT-F LC inh,GDH-TPI inh,Rv3671c inh
CCOC(=O)c1sc(=S)n(C)c1NC(=O)c1ccc(F)cc1,3.2,-1,11,-1,1.1,-28,-1.6,-2,28,-23
Cc1cccc(Cl)c1NC(=O)N1CCCN(c2nc3ccc(Cl)cc3s2)CC1,0.3,1,3,5,-0.8,14,-2.2,?,-2,9
CCOC(=O)c1ccc2c(c1)n(CCO)c(C)[n+]2CC,0.2,-4,4,-4,-1.7,23,-1.7,-11,2,1
CCN(CC)CCNC(=O)Cc1nn(CC)c(=O)c2ccccc12,-1.2,-6,2,0,-0.1,27,0.1,3,9,-1
COc1ccc(CN2C(=O)CCC2(C)C(=O)NC2CCCCC2)c(OC)c1 (configuration not stated),-1.3,-7,18,2,1.0,18,1.6,3,-17,-4

This part in full, previewed entries included:
mol,BioA inh,CCHFV vOTU inh,MazF activator,FBA Mtb inh,UGM FP inh,VHR inh abs,FadD28 FP inh,BoNT-F LC inh,GDH-TPI inh,Rv3671c inh
CCOC(=O)c1sc(=S)n(C)c1NC(=O)c1ccc(F)cc1,3.2,-1,11,-1,1.1,-28,-1.6,-2,28,-23
Cc1cccc(Cl)c1NC(=O)N1CCCN(c2nc3ccc(Cl)cc3s2)CC1,0.3,1,3,5,-0.8,14,-2.2,?,-2,9
CCOC(=O)c1ccc2c(c1)n(CCO)c(C)[n+]2CC,0.2,-4,4,-4,-1.7,23,-1.7,-11,2,1
CCN(CC)CCNC(=O)Cc1nn(CC)c(=O)c2ccccc12,-1.2,-6,2,0,-0.1,27,0.1,3,9,-1
COc1ccc(CN2C(=O)CCC2(C)C(=O)NC2CCCCC2)c(OC)c1 (configuration not stated),-1.3,-7,18,2,1.0,18,1.6,3,-17,-4
CCOC(=O)c1sc2nccc(N(C)C)c2c1N=CN(C)C,0.3,-3,5,11,1.6,-1,-1.8,-10,15,12
O=C(CCCn1c(=O)c2sccc2n(Cc2cc(=O)n3ccccc3n2)c1=O)NCc1ccco1,8.1,0,11,7,-0.1,19,0.7,-9,14,-8
CC(O)CNc1nc(NCc2ccccc2)c2cnn(C)c2n1 (configuration not stated),2.7,12,6,2,2.1,39,-3.0,2,-9,5

Limited to VHR inh abs and BoNT-F LC inh, for some of the entries so far:
| SMILES | VHR inh abs | BoNT-F LC inh |
| --- | --- | --- |
| COc1ccc(CN2C(=O)CCC2(C)C(=O)NC2CCCCC2)c(OC)c1 (configuration not stated) | 18 | 3 |
| CCOC(=O)c1sc2nccc(N(C)C)c2c1N=CN(C)C | -1 | -10 |

Next part.
mol,BioA inh,CCHFV vOTU inh,MazF activator,FBA Mtb inh,UGM FP inh,VHR inh abs,FadD28 FP inh,BoNT-F LC inh,GDH-TPI inh,Rv3671c inh
CCc1cccc2c(C(=O)CN3C(=O)NC4(CCc5ccccc54)C3=O)c[nH]c12 (configuration not stated),-0.1,6,0,0,-0.7,nt,33*,9,-9,-8
C/C(CCc1c[nH]c2ccccc12)=N\O,-1.3,-3,-3,1,-3.2,-6,-1.9,-5,-8,-1
CCOC(=O)/C(=C/c1c[nH]c2ccccc12)NC(C)=O,1.1,1,4,-2,-4.3,19,-3.3,4,38*,-1
Fc1ccc(NC(=S)NCc2ccccc2Cl)cc1,nt,-7,8,2,1.4,5,-2.2,-2,-3,0
COc1cccc(OC)c1C(=O)Nc1nc2ccc([N+](=O)[O-])cc2s1,2.3,8,1,-2,0.4,13,-0.5,-2,16,5
C#CCn1c(=NC(=O)c2ccc(Br)s2)sc2cccc(OC)c21,0.3,-10,-1,8,-1.4,28,-1.2,-10,22,-19
Cc1nn(-c2ccc(C(F)(F)F)cn2)c(C)c1Oc1ccccc1O,nt,15,-1,0,0.6,15,-1.3,4,14,-15
c1ccc(-c2cc(-c3ccc(N4CCOCC4)cc3)nc3ccccc23)cc1,0.0,2,-2,12,4.4,5,-3.6,-1,10,-4
COc1cc(/C=C/CN2CCN(CCC(C)C)C(CCO)C2)ccc1O (configuration not stated),nt,-12,10,5,-1.5,-1,2.2,-3,2,0
O=C(Nc1nc2ccsc2c(=O)s1)c1ccc(F)cc1Cl,-0.2,-10,-3,2,-1.6,2,0.1,19,2,16
CCn1c2ccccc2c(=O)c2ccccc21,1.0,-150,10,87*,3.4,1,-1.6,-6,7,-4
COC(=O)c1ccccc1NC(=O)N1CCc2ccc(NC(=O)c3ccccn3)cc2C1,3.4,-6,-16,4,1.6,-3,-0.4,5,17,-12
CN1CCCC(n2nc(Cc3ccc(Cl)cc3)c3ccccc3c2=O)CC1 (configuration not stated),40,4,14,4,1.0,nt,-2.9,-14,5,-5
Cc1ccc2[nH]c3c(NCCN4CCOCC4)ncnc3c2c1,0.8,6,4,7,nt,2,0.1,-8,3,nt
O=C(CN1c2cccc3cccc(c23)S1(=O)=O)Nc1cccc(S(=O)(=O)N2CCOCC2)c1,-1.6,-4,-1,8,-0.9,-17,-3.7,-2,7,-21
O=S1(=O)CC(N2CCN(CCO)CC2)CN1Cc1ccccc1 (configuration not stated),0.9,3,nt,0,nt,nt,-2.3,7,nt,nt
FC(F)(F)c1ccc2c(c1)N(CCCN1CCN(CCCl)CC1)c1ccccc1S2,nt,12,-8,12,1.6,2,-5.9,-15,-6,3
N#CC1(Nc2ccc(S(N)(=O)=O)cc2)CCCC1,nt,16,-19,1,nt,nt,0.3,8,2,nt
CN(C(=O)c1cccc(C(=O)N(C)c2ccccc2)c1)c1ccccc1,-0.6,7,-14,0,0.7,31,-0.8,3,9,6
CC(C)[C@H](NC(=O)c1ccco1)C(=O)OCC(=O)NC12CC3CC(CC(C3)C1)C2,-1.2,-11,2,-1,nt,26,-0.8,-5,4,0
CCN(C(=O)CSc1nc2ccc([N+](=O)[O-])cc2s1)c1c(N)n(Cc2ccccc2)c(=O)[nH]c1=O,-0.7,19,16,-2,nt,nt,-3.3,3,16,nt
COc1ccc(C(=O)NCC(=O)OCC(=O)Nc2ccc(C)c(S(=O)(=O)N(C)C)c2)cc1OC,0.2,16,3,1,-0.6,-9,-4.8,-4,0,5
CN(CC(=O)NCc1ccco1)CC(=O)Nc1cc(S(C)(=O)=O)ccc1Cl,1.1,-2,6,3,nt,nt,1.2,9,1,nt
Cn1nc(-c2ccc(OCC(=O)Nc3cccnc3)cc2)c2ccccc2c1=O,4.6,-1,4,2,-2.3,-4,0.0,0,0,-6
O=C(CCC(=O)N1CCOCC1)NCCc1ccc(F)cc1,4.3,-7,1,6,3.2,nt,-2.6,-3,8,-2
COc1ccnc(N=CNOCc2ccc(F)cc2Cl)c1C#N,nt,10,8,3,-2.5,-17,-1.1,6,5,4
COC(=O)c1ccc(OC(=O)c2ccccc2F)cc1,nt,-8,nt,nt,1.9,-5,nt,nt,nt,-14
O=C(Nc1ccc2ccccc2c1)c1ccc2[nH]c(=O)c(=O)[nH]c2c1,-3.6,-7,13,1,-1.5,14,-15,-10,14,-30
Cc1cc(C)cc(OCC(=O)Nc2ccccc2C(=O)N2CCOCC2)c1,-0.1,-2,4,1,-0.8,16,-1.4,-2,2,0
CCOC(=O)C1CCN(Cc2nc3ccccc3c(=O)n2-c2ccc(OCC)cc2)CC1,0.6,-4,-4,-2,nt,24,0.1,-6,3,nt
Cc1ccc(C(=O)CSc2nnc(-c3ccco3)n2CC2CCCO2)cc1 (configuration not stated),-0.5,7,-2,-1,2.3,-5,-1.4,6,14,0
CN1CCN(/N=C/c2nc(-c3cccc([N+](=O)[O-])c3)n3ccccc23)CC1,nt,13,-3,-1,3.1,3,2.0,14,30,-3

The results go on.
Results follow in this order: BioA inh	CCHFV vOTU inh	MazF activator	FBA Mtb inh	UGM FP inh	VHR inh abs	FadD28 FP inh	BoNT-F LC inh	GDH-TPI inh	Rv3671c inh
> NC(=O)c1ccc(-c2c(-c3ccccc3)sc3ccccc23)cc1
  -1.1	0	-8	2	2.6	nt	-3.1	-8	2	-7
> COc1ccccc1NC(=O)c1ccccc1NS(=O)(=O)N1CCCC1
  1.1	-10	-4	4	0.8	24	-3.0	-1	14	-1
> CC1CC(CN)CC(CO)C1 (configuration not stated)
  nt	0	0	-2	-0.9	15	0.2	4	-4	6
> O=C(NNC(=O)c1cnccn1)c1ccc(Cl)cc1
  nt	-8	-4	-1	-2.1	12	-0.1	-2	8	2
> Nc1nonc1-n1nnc(C(=O)N/N=C/c2ccc3c(c2)OCO3)c1CSc1ccccc1
  -0.6	11	72*	0	-1.8	13	-1.4	-2	4	1
> Cc1sc2ncnc(SC(C)C(=O)N3c4ccccc4Sc4ccccc43)c2c1C (configuration not stated)
  nt	-11	-9	1	-1.2	48	1.8	4	8	-1
> O=C(C1CCCN(S(=O)(=O)c2cccc3nonc23)C1)N1CCC(Cc2ccccc2)CC1 (configuration not stated)
  1.1	2	-10	-1	1.2	-10	0.0	-17	9	-1
> C[C@@]12C(=O)N(CCc3c[nH]c4ccccc34)CC(=O)N1[C@H]1c3ccccc3OC[C@@H]1[C@@H]2c1ccccc1
  -5.8	-7	-11	-1	2.8	nt	-3.4	-3	2	1
> CC12CN(C(=O)c3ccccc3)C3(C#N)CC1CCC23C (configuration not stated)
  -0.2	3	6	-3	-4.5	-11	-4.6	8	0	-4
> O=C(N/N=C/c1ccc(Br)s1)c1ccccn1
  -1.0	-1	-2	-7	-3.5	-4	-3.6	-5	43*	8
> Cc1csc2ncc(C(=O)NCCc3ccccc3)c(=O)n12
  0.9	-61	1	52*	1.9	-2	-2.8	-3	29	6
> O=c1[nH]c(=O)c2[nH]c(=S)[nH]c2[nH]1
  nt	3	-25	8	nt	nt	-0.6	8	10	nt
> CC1CC(C)CN(S(=O)(=O)c2ccc(NC(=O)CCN3C(=O)C4CC=CCC4C3=O)cc2)C1 (configuration not stated)
  -0.1	11	7	-2	nt	nt	-3.9	3	4	-16
> CCc1nc(SCC(=O)NCc2ccco2)c2c(=O)n(C)c(=O)n(C)c2n1
  -3.5	-3	-1	5	-3.0	-10	-0.8	-2	14	8
> COc1ccccc1NS(=O)(=O)c1ccc(C)c(C(=O)N2CCN(c3ccc(O)cc3)CC2)c1
  nt	3	0	-1	2.4	nt	-1.5	-11	5	-4
> CCC(C)n1c(/C=C/c2ccccc2)nc2ccccc21 (configuration not stated)
  0.9	-22	11	33*	0.5	8	-1.9	-1	17	-1
> CCc1ccc(C(=O)N2CCN(S(=O)(=O)c3sc(C(=O)O)c(C)c3C(=O)O)CC2)cc1
  -1.6	-12	1	0	2.5	nt	-2.0	-2	0	-1
> O=C(NCc1ccccc1Cl)c1cc([N+](=O)[O-])ccc1Cl
  nt	12	23	-2	3.2	18	-0.5	3	5	-5
